Compound activity deposited in PubChem BioAssay by National Center for Advancing Translational Sciences (NCATS).
PTAP TSG101 blk – blocks PTAP/TSG101 interaction to inhibit HIV-1 budding; 340,000 tested, under 10 active; AID 493005; Q99816; Potency, µM (top dose mostly 115 µM), inactives show at the top dose activity change, negative = inhibition, hits mostly inhibitors; Fluorescence polarization, FITC-PTAP peptide / Tsg101 binding; active = well fitted inhibition curve with a large enough effect in the main read-out, with a control signal flat, not every such curve was filed as active; inconclusive = small, poorly fitted or top-dose-only effect, or effect the other way, or a change in a side signal; inactive = no such curve, though single readings can be large or run the other way; also: potency is read from the fitted curve at half-maximal effect; % of control where 0% means no effect
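Fluorescence polarization binding of Tsg101 binding domain (10 uM final) to FITC-labeled PTAP peptide (50 nM final) in HEPES pH 7.5 buffer with NaCl, Tween 20, EDTA, TCEP. Compounds added before peptide; binding 20 min at RT.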
BCR signal inh – inhibitors of chronic active B-cell receptor signaling | actives 0.05% (n = 340,000) | Potency, µM (top dose mostly 46.1 µM), inactives show top-dose ratio change, negative = lower green/red ratio, usual class: inhibitors | ABC-DLBCL IkBa-CBG/CBR reporter, luminescence ratio, 4 h; active = well fitted inhibition curve with a large enough effect in the signal ratio, with a control signal flat, not every such curve was filed as active; inconclusive = small, poorly fitted or top-dose-only effect, or effect the other way, or a change in a side signal; the % refers to the signal ratio;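 also: potency is read from the fitted curve at half-maximal effect; plate controls were basal doxycycline-induced cells for no effect and cells given 10 µM MG132 for full effect; MG132 reads +100%, hits lower the ratio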
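Cell line TMD8 (human ABC DLBCL), stably expressing tet-inducible CBG68-IkBa fusion and CBR; IMDM/0.5% FBS; cpd up to 46 uM; dox induction, 4 h, 37C/5% CO2; dual luminescence; green/red ratio; MG132 control.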
B2AR arrestin – beta2AR (human) beta-arrestin recruitment activity | P07550 | actives 0.02% (n = 330,000) | Potency, µM (titrated, usually from 46.1 µM), inactives show top-dose activation, usual class: activators | beta-arrestin recruitment to beta2AR, cell-based reporter;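 also: potency is read from the fitted curve at half-maximal effect; 0% = DMSO controls and full agonism = EC100 isoproterenol or metaproterenol; nearly all actives have a fitted effect of over 65% in size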
Target sequence (P07550 whole entry, looked up): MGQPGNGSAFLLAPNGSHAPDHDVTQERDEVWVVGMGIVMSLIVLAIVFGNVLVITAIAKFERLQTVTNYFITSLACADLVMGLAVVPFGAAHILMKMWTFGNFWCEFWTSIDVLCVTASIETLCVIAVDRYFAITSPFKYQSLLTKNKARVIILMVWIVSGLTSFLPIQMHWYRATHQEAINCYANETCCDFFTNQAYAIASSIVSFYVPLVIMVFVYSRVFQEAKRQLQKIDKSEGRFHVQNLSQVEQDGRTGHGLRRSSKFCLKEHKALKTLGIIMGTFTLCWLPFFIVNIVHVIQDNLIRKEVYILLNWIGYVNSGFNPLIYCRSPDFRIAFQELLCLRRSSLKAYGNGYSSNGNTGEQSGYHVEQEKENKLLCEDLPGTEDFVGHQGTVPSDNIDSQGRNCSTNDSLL
ELG1 DNA repair – inhibitors of ELG1-dependent DNA repair in HEK293T cells. HEK293T ELG1-luciferase reporter, luminescence, 16 h; DNA damage induced by 5-fluorouridine. AID 504467. Potency, µM (series often up to 46.1 µM), for inactives: top-dose activity change, negative = inhibition, most hits filed as inhibitors. actives 2.3% (n = 330,000); also: potency is read from the fitted curve at half-maximal effect; % is scaled to controls: 0 for no effect and ±100 for the full control effect; nearly all actives have a fitted effect of over 55% in size
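Step one: seed 2,000 cells per well. Step two: pin-transfer compound or DMSO alongside 5-fluorouridine. Step three: incubate 16 hr, 37 °C, 5% CO2. Step four: add ONE-Glo, wait 30 min, read luminescence.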
Mito fusion act – mitochondrial division inhibition or fusion activation; Potency, µM (doses to about 46.1 µM), inactives show at the highest dose growth rescue (activation), hits mostly activators; actives 0.23% (n = 320,000); S. cerevisiae fusion-defective mutant growth rescue, CellTiterGlo 48 h;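 also: potency is read from the fitted curve at half-maximal effect; % of control where 0% means no effect; nearly all actives have a fitted effect of over 45% in size; temperature-sensitive fusion mutants such as fzo1-1 at 37 °C on non-fermentable ethanol glycerol medium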
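Yeast fusion mutant, YPEG (non-fermentable carbon), compound, 48 h at 37C non-permissive; CellTiterGlo added, 10 min RT, luminescence read. Rescued growth = division inhibition.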
uPA surface inh – inhibitors of cell surface uPA generation. actives 0.31% (n = 330,000). cell surface uPA generation assay, qHTS. Potency, µM (highest dose often 38.3 µM), without a hit: at the highest dose activity change, negative = inhibition, most hits filed as inhibitors; active = well fitted inhibition curve with a large enough effect; inconclusive = small, poorly fitted or top-dose-only effect; inactive = no such curve, though single readings can be large or run the other way; tested in mouse RAW 264.7 cells; also: potency is read from the fitted curve at half-maximal effect; % is scaled to controls: 0 for no effect and ±100 for the full control effect; nearly all actives have a fitted effect of over 55% in size
Tb PFK block – inhibitors of T. brucei phosphofructokinase; O15648; T. brucei PFK, ADP-Glo luminescence; Potency, µM (titrated, usually from 57.5 µM), without a hit: top-dose activity, negative = inhibition, most hits filed as inhibitors; actives 0.17% (n = 330,000);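 also: potency is read from the fitted curve at half-maximal effect; 0% = uninhibited 1x PFK enzyme wells and -100% = no-enzyme wells; nearly all actives have a fitted effect of over 60% in size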
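1.25 nM PFK with 0.5 mM F6P and 0.1 mM ATP in 0.1 M TEA pH 8.0, 5 mM MgCl2, incubated 45 min at room temperature; ADP measured by ADP-Glo luminescence; compounds titrated up to 57 uM.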
TSHR antagonist – blocks TSH signaling through the human TSH receptor; TSHR-expressing cells, TSH-stimulated cAMP HTRF, 2 h; active compounds read low; activity change, negative = inhibition, % at 11.5 µM; actives 0.2% (n = 330,000);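 active = activity change below a set negative limit, meaning inhibition stronger than a set level, cut at about -70% in these data; inconclusive = activity change between two set negative limits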; also: % is scaled to controls: 0 for no effect and ±100 for the full control effect
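TSHR-expressing cells were treated with compounds, then stimulated with TSH at EC80 (4nM final) for 2 hours at 37 deg C. Cellular cAMP was measured by HTRF competition between lysate cAMP and cAMP-d2 for a cryptate-labelled anti-cAMP antibody.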
USP2a block – USP2a (human) protease inhibition. AID 463254. USP2 core, Ub-CHOP2 coupled fluorogenic reporter, 485/531. actives 0.01% (n = 330,000). Potency, µM (doses to about 38.3 µM), without a hit: top-dose activity change, negative = inhibition, actives largely listed as inhibitors;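 also: potency is read from the fitted curve at half-maximal effect; plate controls were DMSO wells for no effect and full inhibition by NEM control for full effect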
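Cell-free coupled assay: 10nM USP2 core preincubated 30min RT with compound in Tris-HCl pH 8.0/CaCl2/CHAPS buffer, then 25nM Ub-CHOP2 and 25nM reporter substrate; fluorescence (Ex 485/Em 531) read after 60min RT, normalized to NEM inhibition, concentration-response curves fitted.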
Eya2 phos inh – blocks the phosphatase activity of human Eya2; O00167; recombinant Eya2, OMFP fluorescence dephosphorylation (OMFP is methylfluorescein phosphate); Potency, µM (top dose mostly 76.9 µM), inactives show top-dose activity, negative = inhibition, hits mostly inhibitors; actives 0.006% (n = 330,000); also: potency is read from the fitted curve at half-maximal effect; % is scaled to controls: 0 for no effect and ±100 for the full control effect
Target sequence (O00167 whole entry, looked up): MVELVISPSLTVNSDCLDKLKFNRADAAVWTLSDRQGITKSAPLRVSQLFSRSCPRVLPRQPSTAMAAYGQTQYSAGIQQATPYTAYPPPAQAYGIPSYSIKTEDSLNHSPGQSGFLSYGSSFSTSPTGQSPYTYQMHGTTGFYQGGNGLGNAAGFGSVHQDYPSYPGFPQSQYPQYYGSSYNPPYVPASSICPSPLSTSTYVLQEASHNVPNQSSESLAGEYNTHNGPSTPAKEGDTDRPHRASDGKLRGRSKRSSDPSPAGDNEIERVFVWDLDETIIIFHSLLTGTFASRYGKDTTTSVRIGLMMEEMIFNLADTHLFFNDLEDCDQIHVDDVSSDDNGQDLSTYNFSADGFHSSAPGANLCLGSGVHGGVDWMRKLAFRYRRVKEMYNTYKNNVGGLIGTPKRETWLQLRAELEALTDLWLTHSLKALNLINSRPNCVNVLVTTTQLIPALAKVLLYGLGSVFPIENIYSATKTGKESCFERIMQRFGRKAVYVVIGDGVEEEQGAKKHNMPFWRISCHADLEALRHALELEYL
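Eya2 protein (added as 0.2 uM solution) was preincubated with compound for 10 min at ambient temperature in 50 mM HEPES pH 7.5, 50 mM NaCl, 5 uM MgCl2, 0.05% BSA, 1 mM DTT. OMFP (added at 50 uM) then reacted 10 min; fluorescence read at 485/525 nm.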
TCR activator – T cell receptor activation; primary human leukocytes, anti-CD3, IL-2 HTRF, 48 h; Potency, µM (highest dose often 9.22 µM), without a hit: at the highest dose activation of IL-2 secretion, usual class: activators; 330,000 tested, under 10 active; AID 504894; also: % of control where 0% means no effect
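Readout: HTRF IL-2, Eu-cryptate/d2 antibody pair, 320nm excitation, 665nm emission. Stimulus: a-CD3 beads, no co-stimulation. Cells: primary human leukocytes. Exposure: 48 hr with compound.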
Active calls of the source: *; ? = inconclusive; / = no result given; [ ] = dose if it differs, or a comment. Unless noted, calls follow the shape of the dose curve; as a rule, active = well fitted curve in the direction sought with a large enough effect; inconclusive = small, poorly fitted or top-dose-only effect, or another doubt; inactive = no such curve, though single readings can be large; an effect the other way counts as inactive or inconclusive. Rows are unselected. Share with any hit: about 3%.

SMILES | PTAP TSG101 blk | BCR signal inh | B2AR arrestin | ELG1 DNA repair | Mito fusion act | uPA surface inh | Tb PFK block | TSHR antagonist | USP2a block | Eya2 phos inh | TCR activator
OC(CNc1nc(-c2cccnc2)nc2ccccc12)c1ccccc1 (configuration not stated) | -1% | 4% | 0.1% | 12µM* | 5% | 4% | 2% | -11 | 2% | -7% | 0%
Cc1ccccc1C(=O)Nc1nncs1 | -4% | -16% | -0.2% | ? | 0% | 0% | -9% | 1 | -1% | -21% | -3%
O=C(c1ccc(-n2cccn2)cc1)N1CCc2c([nH]c3ccccc23)C1c1ccccn1 (configuration not stated) | -7% | ? | 0.3% | ? | ? | 17% | -2% | -12 | 3% | -14% | 4%
COc1ccc(N(CC(=O)NCC2CCCO2)C(=O)CCC(=O)Nc2cc(C)on2)cc1OC (configuration not stated) | -9% | -7% | 0.3% | 12% | 0% | 5% | 1% | 17 | 6% | -2% | 6%
O=C(COC(=O)COc1ccccc1)NCc1ccccc1 | 3% | 1% | -0.3% | -2% | -6% | 5% | -7% | 4 | 1% | 11% | 5%
O=C(Cn1cnc2sc(-c3ccccc3)cc2c1=O)NCCc1ccccc1 | 0% | ? | -0.1% | ? | 1% | 1% | 4% | -8 | 5% | 8% | 2%
CCOC(=O)c1ccccc1NS(=O)(=O)c1ccccc1F | -7% | 0% | 0.0% | -3% | 19% | / | -3% | -20 | 0% | -1%[15.4 µM] | -8%
O=C(CCCCCNC(=O)N1CCn2c1nc1ccccc12)N[C@@H](C(=O)O)c1ccccc1 | -1% | 5% | 0.2% | 2% | -3% | 2% | -4% | 6 | -1% | -2% | 5%
Cc1ccc(C)c(C(C)NC(=S)NC2CCCCC2)c1 (configuration not stated) | -1% | -2% | 0.5% | -9% | -7% | -1% | 0% | -3 | -1% | -6% | 8%
CCOCCCn1c(SCC(=O)Nc2ccc(NC(C)=O)cc2)nc2ccccc2c1=O | -4% | -1% | 0.2% | -21% | 0% | 18% | -9% | -1 | 6% | 10% | -1%
CCCCc1ccc(C(=O)NC(C(=O)O)C(C)C)cc1 (configuration not stated) | / | 8% | -0.5% | 6% | -5% | -2% | -5% | 1 | 1% | -10% | /
CC(Sc1ncnc2sccc12)C(=O)Nc1ccc(C(N)=O)cc1 (configuration not stated) | 2% | -23% | -0.1% | 8% | 19% | 10% | -6% | -4 | 0% | -1% | 3%
Cc1cc(C(=O)N2CCN(Cc3ccc4c(c3)OCO4)CC2)on1 | -4% | -6% | -0.6% | 2% | -4% | 8% | 5% | 10 | 3% | -5% | 1%[46.1 µM]
COc1ccc(NC(=O)/C=C/c2ccccc2[N+](=O)[O-])c(OC)c1 | -9% | 7% | -0.1% | 4% | 3% | 5% | -3% | -1 | -2% | 12% | 0%[46.1 µM]
CCS(=O)(=O)c1ccc2oc(=O)c(/C=C(\O)c3ccc(Cl)cc3)nc2c1 | ? | 5% | -0.6% | 5% | -2% | 1% | -1% | -3 | -1% | -6% | 3%
Cc1onc(-c2c(Cl)cccc2Cl)c1C(=O)NC1C(=O)N2C1SC(C)(C)C2C(=O)O (configuration not stated) | -13% | ? | 0.3% | -1% | 3% | -2% | -4% | 1 | 0% | 12% | -7%
CCC1SC(CC)C(=O)N(CC(=O)NCCc2ccccc2)C1=O (configuration not stated) | -1% | -6% | 0.3% | -7% | -3% | 5% | -3% | -7 | -4% | 9% | 0%
COCCn1ccc(O)c(Cc2ccccc2)c1=O | 4% | 11% | 0.1% | ? | -3% | -3% | -2% | 2 | 1% | -19% | 5%
COc1ccc(NC(=O)Cn2cc(C#N)c3ccccc32)cc1 | -5% | 1% | 0.0% | -8% | -5% | 5% | 2% | 4 | 1% | -2% | /
CCOC(=O)C1=C(O)C(=O)N(CCCn2ccnc2)C1c1ccc(OC)cc1 (configuration not stated) | / | -4% | 0.1% | 14% | -5% | / | 2% | 6 | 0% | 0% | /
Cc1ccc(NC(=O)COC(=O)COc2ccc3ccc(=O)oc3c2)cc1[N+](=O)[O-] | -2% | 2% | -3.9% | 17% | -2% | 4% | 2% | 0 | 0% | 4% | -7%
CCOC(=O)/C(C#N)=N/Nc1ccc(S(=O)(=O)N2CCc3ccccc32)cc1 | -1% | 9% | -0.5% | ? | 16% | 1% | 6% | -30 | -6% | -7% | -2%[46.1 µM]
Cc1ccc(S(=O)(=O)CCC(=O)OCC(=O)NC(C)c2ccccc2)cc1 (configuration not stated) | 1% | 3% | 0.2% | 1% | -4% | 6% | -1% | 16 | 0% | -1% | 2%
N[C@H]1CONC1=O | 1% | / | / | / | -5% | -16% | / | -8 | / | -4% | 10%

Overlap with the part before: 2 compounds; new compounds follow.
SMILES | PTAP TSG101 blk | BCR signal inh | B2AR arrestin | ELG1 DNA repair | Mito fusion act | uPA surface inh | Tb PFK block | TSHR antagonist | USP2a block | Eya2 phos inh | TCR activator
Cc1ccc(S(=O)(=O)CCC(=O)OCC(=O)NC(C)c2ccccc2)cc1 (configuration not stated) | 1% | 3% | 0.2% | 1% | -4% | 6% | -1% | 16 | 0% | -1% | 2%
N[C@H]1CONC1=O | 1% | / | / | / | -5% | -16% | / | -8 | / | -4% | 10%
C=CCNC(=O)/C(C#N)=C/c1ccc(C(=O)O)cc1 | -1% | 2% | 0.1% | 7% | -3% | 0% | 4% | -3 | -1% | -4% | -8%
COc1ccc2c(c1)NC(C)(C)C=C2C | -5% | -4% | 0.1% | -10% | 3% | -5% | 5% | 0 | 2% | -12% | 0%
O=c1cc(-c2ccccc2)c2c(O)cc(O)cc2o1 | -5% | 4% | -0.3% | ? | 0% | -3% | 1% | -24 | 4% | -10% | /
CCc1cc(-c2n[nH]c(=S)n2N)n(C)n1 | -1% | 7% | 0.2% | 0% | 0% | 0% | 6% | 9 | 0% | 15% | 4%
CC1(C)CC(=O)C2=C(C1)N(c1ccc(F)cc1)C(=O)CC2c1ccsc1 (configuration not stated) | 1% | ? | 0.0% | 5% | 1% | -5% | 0% | -3 | 1% | 1% | -5%
CCOC(=O)C1=C(Cc2ccc(Cl)cc2)C(=O)c2ccccc2C1=O | -4% | ? | 0.2% | 18% | 2% | ? | 4% | 1 | 1% | -14% | /
CCc1nc(NCCO)c(C#N)c2c1CSC(C)(C)C2 | -7% | -1% | -0.5% | ? | -1% | 13% | -1% | 18 | -3% | 6% | 12%
O=C(Nc1ccc(C(=O)O)cc1)/C(=C\c1ccco1)NC(=O)c1ccccc1Cl | -2% | 13% | -0.3% | 2% | 12% | -3% | -10% | -12 | -6% | -2% | -11%
O=C(Nc1nc(-c2ccncc2)cs1)C1COc2ccccc2O1 (configuration not stated) | -3% | ? | -0.3% | ? | 5% | ? | ? | -5 | 0% | -1% | -5%
O=C(CCc1c[nH]c2ccccc12)NCC1COc2ccccc2O1 (configuration not stated) | 1% | 9% | -0.1% | -10% | 8% | 2% | 1% | -4 | -1% | ? | -2%
Cc1cc(C)cc(N2C(=O)CSC2c2ccccn2)c1 (configuration not stated) | -1% | 6% | -0.8% | -6% | 10% | 10% | -2% | 2 | -1% | -10% | 0%

Taken from above:
Under TSHR antagonist, O=C(Nc1ccc(C(=O)O)cc1)/C(=C\c1ccco1)NC(=O)c1ccccc1Cl is entered as -12
Under uPA surface inh, O=c1cc(-c2ccccc2)c2c(O)cc(O)cc2o1 is entered as -3%
Under Tb PFK block, O=C(CCc1c[nH]c2ccccc12)NCC1COc2ccccc2O1 (configuration not stated) is entered as 1%
